phage Ecoli inh: growth loss of phage-infected E. coli, primary screen, RecBCD inhibitor project, absorbance, with phage, HTS; inhibition, % at 11.9 µM; AID 651602, 2012; actives 0.26% (n = 360,000); in the data active = inhibition above about 11%
DSG3 Ab inh: inhibitors of pemphigus antibody binding to DSG3, primary screen, biochemical, bead-based, flow cytometry, scFv-GFP; Desmoglein-3 (Homo sapiens), P32926; DSG3-coupled beads, scFv-anti-DSG3-GFP binding; active compounds read low; binding (percent of control), % at 10 µM; actives 0.48% (n = 310,000); AID 588358, 2011;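 active = binding more than 3 SD below its plate's average and above zero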;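 also: hits lower antibody fragment binding to DSG3; some compounds called inactive have numbers as strong as hits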
PKA-R1A activ: activators of PKA-R1A holoenzyme, primary screen, biochemical, fluorescence polarization, Cy5-IP20, bovine R1A, mouse PKAc; cAMP-dependent protein kinase type I-alpha regulatory subunit (Bos taurus) + …; activation, % at 11.4 µM; AID 504707, 2011; actives 0.083% (n = 340,000); PKA-R1A dissociation; scaled: DMSO 0%, 113 µM cGMP 100%;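 active = percent activation above the mean of all tested compounds plus 3 SD, cut at about 19% in these data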;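 also: higher means more PKAc released from R1A so a rise in polarization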
PfHsp90 set2: growth inhibition of PfHsp90-expressing yeast, primary screen, antimalarial PfHsp90 inhibitor project, S. cerevisiae, BacTiter-Glo luminescence, single point, set 2. AID 504621, 2011. actives 0.32% (n = 310,000). inhibition, % at 9.4 µM. BacTiter-Glo ATP, 48 h; yeast lacking PDR1 and PDR3 efflux regulators;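 active = every replicate shows inhibition above about 80%, whatever the replicate mean, limit read from the data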;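 also: 0% = DMSO neutral controls and 100% = 20 µM radicicol positive controls; yeast relying on Plasmodium falciparum Hsp90 in place of its own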
OPRM1-OPRD1 inv: inverse agonists of MOR-DOR heterodimerization, primary screen, cell-based, luminescence; Mu-type opioid receptor (Homo sapiens) + Delta-type opioid receptor (Homo sapiens), …; cell-based MOR-DOR heterodimer luminescence, inverse agonism; inhibition, % at 9.3 µM; actives 0.21% (n = 340,000); AID 504357, 2011; in the data active = inhibition above about 22%, passing the limit was not always enough;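 also: 0% = cells with DMSO and 100% = wells without cells with DMSO; values of inactives mirror those of a sister screen read the other way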
SUMO Mot1 rescue: yeast Mot1-301 growth rescue at high temperature, primary screen, SUMOylation pathway inhibitor project, S. cerevisiae, ATP luminescence, 38.5C | actives 1% (n = 320,000) | S. cerevisiae Mot1-301 growth rescue; percent above DMSO median, 100 means doubled | growth rescue, % at 18.8 µM;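 active = every valid replicate shows activation above 250% relative to neutral control wells; inactive = the rest, any valid replicate at or below 250%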;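 also: OY570 slx delta 5 strain wells were the positive control but not used for scaling; some compounds called inactive have numbers as strong as hits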
HTR5A ag: HTR5A agonists in luminescence cell assay, primary screen, counter-screen for OPRM1-OPRD1 heterodimer agonist project, full-deck HTS; actives 0.61% (n = 340,000); AID 504692, 2011; cell-based; activation, % at 9.3 µM; 5-hydroxytryptamine receptor 5A (Homo sapiens), P47898; in the data active = activation mostly above about 9.5%, no sharp cut-off; inactive = mostly below about 7.6%;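 also: 0% = cells with vehicle only and 100% = reference agonist; strong numbers were not always called active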
Target sequence (P47898 whole entry, looked up): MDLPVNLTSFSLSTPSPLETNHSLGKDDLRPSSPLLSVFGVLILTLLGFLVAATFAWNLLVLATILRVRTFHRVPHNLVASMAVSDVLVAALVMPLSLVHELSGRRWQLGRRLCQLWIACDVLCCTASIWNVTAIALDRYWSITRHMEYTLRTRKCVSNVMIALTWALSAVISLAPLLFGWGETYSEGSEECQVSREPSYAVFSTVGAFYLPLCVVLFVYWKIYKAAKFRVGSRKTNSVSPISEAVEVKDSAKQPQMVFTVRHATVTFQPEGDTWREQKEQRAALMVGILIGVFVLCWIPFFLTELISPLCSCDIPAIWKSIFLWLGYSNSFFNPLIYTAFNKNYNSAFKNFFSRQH
HTR5A inv ag: HTR5A inverse agonists in luminescence cell assay, primary screen, counter-screen for OPRM1-OPRD1 heterodimer inverse agonist project, full-deck HTS; HTR5A cell line, inverse agonism; inhibition, % at 9.3 µM; actives 0.083% (n = 340,000); AID 504634, 2011; in the data active = inhibition mostly above about 23%, no sharp cut-off; inactive = mostly below about 18%;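 also: 0% = cells with DMSO and 100% = no-cell wells with DMSO; some compounds called inactive have numbers as strong as hits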
Ecoli viability: E. coli V3065 growth inhibition, primary screen, counter-screen for AddAB inhibitor project, absorbance, OD600; 18 h; inhibition, % at 11.9 µM; actives 0.27% (n = 330,000);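 active = inhibition above the campaign's mean inhibition across all tested compounds plus 3 SD, cut at about 9.9% in these data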;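 also: uninfected addAB+ strain grown without phage in ampicillin broth; 0% = DMSO wells and 100% = ciprofloxacin 0.95 µg/ml wells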
MOR-DOR ag: agonists of OPRM1-OPRD1 heterodimerization, primary screen, cell-based, luminescence | Mu-type opioid receptor (Homo sapiens) + Delta-type opioid receptor (Homo sapiens), … | cells | activation, % at 9.3 µM | actives 0.3% (n = 340,000); in the data active = activation above about 18%;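 also: 0% = vehicle-treated cells and 100% = reference agonist; values of inactives mirror those of a sister screen read the other way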
AddAB inh: growth inhibition of E. coli expressing H. pylori AddAB, primary screen, AddAB inhibitor project, absorbance. inhibition, % at 11.9 µM. actives 0.29% (n = 330,000). AID 435030, 2010; in the data active = inhibition above about 12%;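 also: 0% = vehicle wells of infected cells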
* = called active by the depositor; . = no result given. The order is random, and some 3.2% of all compounds hit somewhere here.

#	Structure	phage Ecoli inh	DSG3 Ab inh	PKA-R1A activ	PfHsp90 set2	OPRM1-OPRD1 inv	SUMO Mot1 rescue	HTR5A ag	HTR5A inv ag	Ecoli viability	MOR-DOR ag	AddAB inh
1	O=C(N/N=C/c1ccc(O)cc1)c1cc(-c2ccccc2)nc2ccccc12	0.5	91	-12	-8	7	235	3	-13	-0.1	-1.2	1.1
2	O=C(NNC(=O)C1CCC1)c1cccc(Cl)c1	-0.7	101	4	16	-6	1	-3	7	-1.1	1.6	1.2
3	CC1CCCN(C(=O)C2c3ccccc3C(=O)N3CCc4ccccc4C23)C1 (stereo not given)	1.8	99	-5	.	12	13	2	-5	1.7	-2.3	1.6
4	Cc1ccc(-c2noc(CN3CCOCC3)n2)cc1	4.4	78	-21	13	11	40	1	-4	-1.7	-2.0	1.3
5	CC(=O)c1ccc(OCC(=O)NC2CCS(=O)(=O)C2)cc1 (stereo not given)	3.0	97	-10	.	-17	4	2	-6	-2.1	2.8	1.9
6	COc1ccc(NC(=O)CCCN(C)S(=O)(=O)c2ccc(C)cc2)cc1	1.5	133	-4	-8	19	-4	8	2	-1.8	-3.6	-1.6
7	COc1ccc(S(=O)(=O)N(CC(=O)NCc2ccccn2)c2ccc(Cl)cc2)cc1	1.2	.	7	44	4	24	0	0	1.8	-0.6	2.6
8	COc1ccc(NC(=O)C(c2cc3c(cc2[N+](=O)[O-])OCO3)N(C)C)cc1 (stereo not given)	3.9	115	-10	-6	16	-4	-1	-20	-3.1	-3.0	-0.8
9	O=C(NC1CCCC1)c1ccc(CS(=O)(=O)Cc2ccccc2F)o1	0.6	102	-5	7	23	9	-4	13	0.1	-4.4	0.7
10	CC(C)(C)C(=O)N(Cc1nc2ccccc2c(=O)[nH]1)Cc1cccs1	1.1	79	-8	-3	-10	-13	3	-46	0.1	1.8	3.9
11	COc1ccccc1NC(=O)CC(=O)CSc1nnc(-c2ccc(C)cc2)n1-c1ccccc1	4.2	105	-7	4	-1	17	3	4	-0.7	0.3	4.1
12	Cc1ccc(-c2noc(CCC(=O)N3CCCC3)n2)cc1	3.7	.	8	24	9	-19	10	0	-0.9	-2.2	1.9

Compound profiles, from the list above:
`Cc1ccc(-c2noc(CCC(=O)N3CCCC3)n2)cc1` reads phage Ecoli inh: 3.7; DSG3 Ab inh: .; PKA-R1A activ: 8; PfHsp90 set2: 24; OPRM1-OPRD1 inv: 9; SUMO Mot1 rescue: -19; HTR5A ag: 10; HTR5A inv ag: 0; Ecoli viability: -0.9; MOR-DOR ag: -2.2; AddAB inh: 1.9
`COc1ccc(S(=O)(=O)N(CC(=O)NCc2ccccn2)c2ccc(Cl)cc2)cc1` reads phage Ecoli inh: 1.2; DSG3 Ab inh: .; PKA-R1A activ: 7; PfHsp90 set2: 44; OPRM1-OPRD1 inv: 4; SUMO Mot1 rescue: 24; HTR5A ag: 0; HTR5A inv ag: 0; Ecoli viability: 1.8; MOR-DOR ag: -0.6; AddAB inh: 2.6

The list goes on.
#	Structure	phage Ecoli inh	DSG3 Ab inh	PKA-R1A activ	PfHsp90 set2	OPRM1-OPRD1 inv	SUMO Mot1 rescue	HTR5A ag	HTR5A inv ag	Ecoli viability	MOR-DOR ag	AddAB inh
13	C=CCn1c(SCC(=O)NC(=O)NCc2ccco2)nc2sc(C)c(C)c2c1=O	3.8	.	-11	.	-84	18	17*	-44	-1.2	14	-0.9
14	CC(C)C[C@H](NC(=O)[C@@H]1Cc2c([nH]c3ccccc23)C2c3ccccc3C(=O)N21)C(=O)NCC1CCCO1 (stereo not given in full)	-0.5	114	-8	0	16	283	4	37	0.3	-3.2	5.7
15	COc1ccccc1-n1cnc2cc(C(=O)NC3CCCC3)ccc21	1.8	97	-9	.	3	0	0	-6	-2.5	-0.5	-1.2
16	CC(C)(O)c1[nH]c2cc(F)ccc2c1C(C)(C)O	0.5	101	7	9	-14	-16	7	-26	0.2	2.6	2.3
17	Cc1ccc(/C=N/NC(=O)CCCOc2ccc(Cl)cc2Cl)cc1[N+](=O)[O-]	3.1	90	-3	-13	-16	.	5	-13	0.6	2.8	-2.1
18	COc1ccc2[nH]cc(CCNC(=O)c3ccc4ccccc4n3)c2c1	-2.8	118	12	0	4	-4	14*	-52	0.7	-0.8	3.5
19	COc1ccc2oc(C(=O)NC3(C)CCS(=O)(=O)C3)c(C)c2c1 (stereo not given)	2.7	108	-10	5	-7	-3	4	-6	1.6	1.1	2.6
20	CCOC(=O)c1c(CCl)nc2ccccc2c1C	2.7	103	12	-1	5	-5	-3	4	1.8	-0.9	4.6
21	COc1cccc(NC(=S)NC(=O)Cc2ccc(Cl)cc2)c1	-0.4	102	-6	-45	-22	-15	2	-6	0.5	4.9	1.5
22	Cn1c(=O)c2c(nc(CN3CCc4ccccc4C3)n2Cc2cccc(Cl)c2)n(C)c1=O	-0.5	77	-11	-1	14	23	9	-13	-0.6	-2.5	-0.5
23	c1ccc(-c2nnc(SCc3cn4ccsc4n3)o2)cc1	4.3	108	-14	-4	0	-4	0	-11	2.5	0.0	1.9
24	CC(C)CN(C(=O)CSc1nc2ccccc2o1)c1c(N)n(Cc2ccccc2)c(=O)[nH]c1=O	2.3	.	-7	-30	11	-9	4	-14	0.3	-3.0	-2.1
25	O=C(Nc1cccnc1)c1ccccc1F	1.9	90	-3	40	9	-17	-3	3	1.9	-1.6	1.5
26	CC(C)CCNS(=O)(=O)c1ccc(-c2ccc(S(=O)(=O)NCCC(C)C)cc2)cc1	3.3	100	-8	.	-2	7	7	-17	-1.6	0.4	0.4
27	O=c1oc(-c2cccs2)nc2sc3c(c12)CCCC3	0.7	99	-10	5	4	-6	0	-29	-2.0	-0.8	-3.5
28	O=C(NOCc1ccccc1)c1cccc([N+](=O)[O-])c1	3.2	101	3	-8	19	.	0	1	4.1	-3.9	0.2
29	CCN(CC)C(=O)c1cn(CC)c(=O)c2cc(OC)c(OC)cc12	3.2	.	-6	14	16	1	-5	-1	-0.2	-2.6	-0.9
30	O=C(COC(=O)C1CC2C=CC1C2)Nc1ccccc1 (stereo not given)	4.6	104	5	-1	12	4	3	-4	-2.4	-2.3	1.6
31	C/C(=N\N1CCN(c2ccc(Cl)cc2)CC1)c1ccco1	0.6	104	4	5	6	8	-3	19	0.0	-1.1	0.2
32	S=C1NCN(Cc2ccco2)CN1	2.4	111	-1	8	2	-18	4	-19	1.5	-0.3	4.5
33	O=C(CS(=O)(=O)c1ccccc1)Nc1nc(-c2ccc(F)cc2)cs1	1.7	89	-7	-20	7	186	-6	1	0.7	-1.4	1.5
34	CC(C)(C)c1ccc(CN(Cc2ccccc2)C(c2ccccn2)c2nnnn2C(C)(C)C)cc1 (stereo not given)	5.9	97	-4	3	4	505*	2	7	-1.3	-0.7	0.6
35	CCSc1c(C(=O)NC)ccc2c1C(=O)c1ccccc1C2=O	5.2	99	1	-6	-11	-13	0	-18	1.8	1.9	-2.1
36	Cc1ccc(C2(C)NC(=O)N(CCOc3ccccc3)C2=O)cc1 (stereo not given)	1.8	102	-5	-13	17	.	-8	-8	1.9	-3.0	1.4
37	C=C1CC[C@@]23CC[C@]4(C)[C@@](OC2=O)([C@@H]3C1)[C@H]1O[C@H]1C1[C@@]2(C)CC[C@H](O)C(C)(C)C2CC[C@]14C (stereo not given in full)	.	103	-3	10	-6	29	-1	-34	-2.5	1.1	4.4
38	COc1ccc(-c2cc(C(F)(F)F)nc(N3CCCCCC3)n2)cc1	1.2	113	-12	.	2	199	6	-6	-0.8	-0.3	1.6
39	O=C(NCCc1ccccc1)c1nc(-c2cccs2)no1	3.4	101	3	-7	-3	5	4	-14	-0.3	0.4	-1.2
40	CCC(CO)Oc1cc(NCc2cc(C)cc(C)c2)c2ncn(C(C)C)c2c1 (stereo not given)	1.1	137	-3	23	-3	8	3	27	0.5	0.6	2.0
41	CC(C)n1cc(CN2CCCC(C(=O)Nc3cccc(-c4cc5ccccc5[nH]4)c3)C2)cn1 (stereo not given)	6.4	101	6	10	-24	8	4	-17	-4.7	4.4	3.1
42	COc1ccc(NC(=S)NNC(=O)OC(C)(C)C)cc1OC	3.0	100	-9	.	14	-5	-3	-9	-1.0	-2.5	-1.3
43	COc1cc(C(=O)NC(=S)Nc2ccc(Cl)cn2)cc(OC)c1OC	2.2	102	-1	9	4	18	-2	15	0.2	-0.9	0.2
44	Cc1ccc(N2CC(C(=O)OCc3ccccc3F)CC2=O)cc1 (stereo not given)	1.7	117	-6	-15	11	6	-3	11	0.8	-2.4	1.8
45	COc1ccc([C@H]2[C@H](C(=O)C(C)(C)C)N3N=Cc4ccccc4C3C23C(=O)OC(C)(C)OC3=O)cc1 (stereo not given in full)	2.6	112	-5	5	-1	20	4	-12	0.6	0.1	2.3
46	Cc1ccc(S(=O)(=O)N(CC(=O)O)Cc2ccco2)cc1	0.1	96	-10	3	12	-3	2	-5	-2.6	-2.3	-4.2
47	CCCn1nc(C(=O)NC2CCCC2)c2ccccc2c1=O	0.4	107	-4	11	16	-1	2	-4	1.7	-4.1	1.9
48	CCc1cc(=O)[nH]c(SCC(=O)N2CCCC2)n1	0.1	102	-13	-5	14	17	0	5	-1.2	-2.8	3.9
49	Nn1c(Cc2cccc3ccccc23)nnc1SCc1ccccc1Cl	1.0	102	-2	0	7	6	5	8	0.0	-1.6	5.2

Screens deposited in PubChem by several laboratories.
